Pf Dd2 inh = qHTS Primary assay for Inhibitors of Plasmodium falciparum Dd2 growth in vitro; P. falciparum Dd2 growth, SYBR Green, 72 h; Potency, µM (doses to about 28.9 µM), inactives show at the highest dose activity, negative = inhibition, actives largely listed as inhibitors; hit rate 4.3% among 120,000; AID 1347417, 2020; active = well fitted inhibition curve with a large enough effect; inconclusive = small, poorly fitted or top-dose-only effect; inactive = no such curve, though single readings can be large or run the other way;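 also: plate controls were DMSO vehicle for no effect and reference drug for full effect; nearly all actives have a fitted effect of over 65% in size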
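Readout: SYBR Green fluorescence, 485 nm excitation, 535 nm emission, after ~16 h lysis at 37C. Before that, Dd2-infected red cells (2.5% hematocrit) grew 72 h with compound, 29 uM top final concentration.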
Starred values were filed as active, the others as inactive; i = inactive; ? = inconclusive; [ ] = another dose, or the depositor's remark. Potency is read from the fitted curve at half-maximal effect. A portion of the library. The share of hits here may be higher or lower than overall.

SMILES	Pf Dd2 inh
COC(=O)C1=C(C)N=C2SC=C(CC(=O)NCc3ccc(F)cc3)N2C1c1cccc(OC)c1 (stereo not given)	-24%
CC(C)CC(=O)N1CCCCCNC(=O)CC1c1ccccc1 (stereo not given)	-14%
COC1C(=O)N(CC2CC2)C12CCN(C(=O)C1CC1)CC2 (stereo not given)	i
COc1ccc(NC(C)=O)cc1NC(=O)Cn1nc2c(cc1=O)CCCCC2	-9%
Cc1noc2c(NC3CCN(C)CC3)cc(-c3cccnc3)nc12	i
CC(=O)NC1(C)CCN(Cc2cccc(-c3ccc(C(=O)c4ccccc4)cc3)c2)C1 (stereo not given)	i
O=C(CC1CCCN(c2cnn(CC3CC3)c(=O)c2)C1)N1CCSCC1 (stereo not given)	?
CCC1=Nc2cc(C(=O)NC(C)c3ccccc3)ccc2Sc2ccc(Cl)cc21 (stereo not given)	8.9µM*
O=C(c1ccc(F)cc1)N1CCC2(CC1)OCC(C(=O)N1CCOCC1)N2C(=O)c1ccccc1 (stereo not given)	-1%
Cc1ccc(Cl)cc1N1CCN(C(=O)c2cn(C)c3ccc(S(=O)(=O)N(C)C4CCCCC4)cc3c2=O)CC1	i
CCc1ccccc1NC(=O)C1CCN(S(=O)(=O)c2cn(C)cn2)CC1	115%[activator]
COc1cccc(CCC(=O)N2CCC(Cc3nc(-c4cccc(OC)c4)no3)CC2)c1	-19%
CCCCC(=O)OCc1cc(=O)n2nc(C3CC3)sc2n1	-11%
Cc1ccccc1-n1nc(C)c(CCC(=O)N(C)C(C)C)c1Oc1ccccc1F	6.3µM*
O=S1(=O)CCC(n2nc(-c3ccncc3)nc2CCCn2cccn2)C1 (stereo not given)	-6%
Cc1c(C(=O)N(C)Cc2ccccc2)sc2nc(-c3ccc(F)cc3)cn12	i
COc1ccc(N2CC(C(=O)NCC(F)F)NC2=O)cc1 (stereo not given)	-8%[44.1 µM]
C#CCN(Cc1nc(-c2ccccc2OCC)oc1C)C1CCCCC1	?
CCC(c1cccnc1)N(C)C(=O)C1CCN(C(=O)C2CCCC2)CC1 (stereo not given)	5%
CNC(=O)[C@@H]1C[C@H](n2cc(C(C)(C)NC(=O)c3cc(F)ccc3C)nn2)CN1	1%
Cc1sc(NC(=O)C(C)C)c(C(=O)N2CCc3c(nc[nH]c3=O)C2)c1C	-4%
O=C(NC1CCCCC1)c1cc(Nc2cccc(C(F)(F)F)c2)nc2ccccc12	?
Cc1nc2nc(NC(=O)CC(C)C)[nH]n2c(=O)c1Cc1ccccc1	13%
COc1ccc2[nH]cc(CCNC(=O)Nc3cccc(F)c3)c2c1	4%
Cc1cc(F)ccc1NC(=O)CN1C(=O)NC2(CCCCC2)C1=O	12%
Cc1ccc(C(C)C)c(OCC(=O)Nc2cccc(NC(=O)c3ccco3)c2)c1	?
COc1cc(CNC(=O)C2CCCN(c3cnn(C)c(=O)c3)C2)cc(OC)c1 (stereo not given)	-26%
CC1Oc2ccc(NC(=O)c3ccccc3Cl)cc2CN(Cc2ccc(F)cc2)C1=O (stereo not given)	-18%
CC1(CNC(=O)c2ccccc2Cl)CCOCC1	11%
COc1ccc(CNC(=O)CN2C(=O)NC(c3ccc(Cl)cc3)C3=C2COC3=O)cc1 (stereo not given)	?
O=C(Nc1ccccc1)N1CCC2(CC1)CC(Cc1ccccc1)=NO2	?
O=C(NC1CCCN(c2cc(-c3ccc(F)cc3)[nH]n2)C1)c1cccc(F)c1 (stereo not given)	-7%
O=C(O)C[C@@H]1CCN(C(=O)C2CCCC2)C[C@@H]1CCN1CCCCC1	-28%[44.1 µM]
COc1ccc2c(CNC3CCCCCC3)c(C(=O)O)n(Cc3ccccc3F)c2c1	?
COc1cccc(NC(=O)CCNC(=O)Cn2ccc3ccccc3c2=O)c1	19%
CCOC(=O)c1c(S(=O)(=O)N2CCC(C(=O)Nc3ccc(F)cc3F)CC2)c(C)n(C)c1C	?
O=C1CSC2(C(=O)N(Cc3ccccc3F)c3ccccc32)N1c1ccc(F)cc1 (stereo not given)	?
Clc1ccc2nc(-c3ccc(N4CCOCC4)cc3)c(Nc3ccccc3)n2c1	-29%
O=C1NC(C(=O)NCCc2ccccc2)Cn2cccc21 (stereo not given)	i
COc1cc(-c2nc(-c3cccc(Cl)c3)c(-c3ccccc3)[nH]2)cc(OC)c1OC	10µM*
O=C(C1CCCN(C2CCN(Cc3ccc4c(c3)OCO4)CC2)C1)N1CCOCC1 (stereo not given)	-7%
CCOc1ccccc1CNC(=O)C1CCN(c2cc(C(F)(F)F)nc(C)n2)CC1	i
CCOC(=O)c1c(C)[nH]c(CCC(=O)NCc2ccc(OC)c(OC)c2)c1C	i
CCC(C(=O)NC1CCCCC1)n1nc(C)c2sc3ccccc3c2c1=O (stereo not given)	6%
CCn1ccc2sc(C)c(C(=O)N3CCC(Cc4ccccc4)CC3)c2c1=O	?
CN(Cc1ccccc1)C(=O)c1cc(-c2ccncc2)cn1C	-20%
COc1ccc(-c2cnnn2-c2ccc(NC(=O)c3c(F)cccc3F)cc2)cc1	-20%
COc1ccc(CCNC(=O)c2cn(C)c3ccc(S(=O)(=O)N(C)C)cc3c2=O)cc1OC	-15%
c1ccc(-c2nnc3ccc(NC4CCC4)nn23)nc1	?
COc1ccccc1NC(=O)c1sc2nc3n(c(=O)c2c1C)N=C(c1cccc(Br)c1)CS3	i
COc1ccc(NC(=O)N2CC(C(=O)N(C)C)C3(CCOCC3)C2)c(OC)c1 (stereo not given)	8%
Cc1ccc(C)c(S(=O)(=O)NCCn2c(C)cnc2C2CCC2)c1	-15%
CN(C(=O)c1ccccc1Cl)C1CCCc2ccccc21 (stereo not given)	?
COc1ccc(-c2cc(N3CCC(NC(=O)c4ccccc4Cl)CC3)n[nH]2)cc1	-2%
CC(=O)c1c(C)nn(C(C)CC(=O)N2C[C@H]3CC=CC[C@H]3C2)c1C (stereo not given in full)	-2%
Cc1nn2c(c1-c1ccccc1-c1ccccc1)N(Cc1ccc(OCC(=O)O)cc1)CCC2	i
O=C(c1ccc(F)cc1)N1CCC2(CC1)CN(Cc1ccccc1)CC2CO (stereo not given)	-15%
O=C1CC2(CCN(C(=O)c3ccccn3)C2)Nc2ccccc2N1 (stereo not given)	10%
Cc1cn2nc(C(=O)N3CCOCC3)cc2c(N(C)Cc2ccccc2)n1	?
Cn1nccc1C(=O)N1CCNc2cnc(Nc3ccccc3)nc2C1	i

Continuation:
SMILES	Pf Dd2 inh
O=[N+]([O-])c1cccc(-c2noc([C@@H]3Cc4nc[nH]c4CN3CC3CCCCC3)n2)c1	14µM*
Cc1ccc(CNC(=O)CSc2nc3n[nH]c(C)c3c(=N)n2-c2ccccc2Cl)cc1	3.5µM*
c1ccc(-c2cnc([C@@H]3COCCN3C3CCC3)[nH]2)cc1	i
Cc1ccc([C@@H]2CN(C(=O)c3sccc3Cl)C[C@H]2N(C)C)cc1	?
CCN(CC)C(=O)C1Cn2cccc2C(=O)N1C (stereo not given)	i
CCOc1ccccc1C(=O)Nc1nnc(COC)s1	-1%
CSc1ccc(CNC(=O)Cn2ccc3cc(S(=O)(=O)N4CCCC4)ccc32)cc1	i
CCOCC(=O)N1CCC(N2CC(OCC3CC3)C23CCCCC3)CC1 (stereo not given)	5µM*
CCn1cc(C(=O)N2CCCC(CCc3cccc(F)c3)C2)cn1 (stereo not given)	2%
Cc1ccc(Cl)cc1N1CCN(C(=O)Cn2cnc3nc4c(cc3c2=O)CCCC4)CC1	i
Cc1ccc(C2Cn3nnc(-c4nc(-c5ccc6c(c5)OCO6)no4)c3CO2)c(C)c1 (stereo not given)	-12%
O=C(NCCc1cnc[nH]1)[C@@H]1C[C@H]2C(=O)NCCCCCCN(S(=O)(=O)c3cccs3)[C@H]2C1	-16%
O=C(CCCn1ccnc1)N1CCC2(CCC(=O)N(Cc3ccncc3)C2)CC1	18%
CC(C)NC(=O)N1CCCC1c1noc(CCC(=O)NCCC2CCN(C(C)C)CC2)n1 (stereo not given)	-6%
Cc1ccccc1C(=O)NC(C(=O)NCC(C)C)C1CCN(C(=O)CC(C)C)CC1 (stereo not given)	1%
CCOc1ccc(-n2nc3ccc(NC(=O)c4ccc(C)cc4C)cc3n2)cc1	11%
CC(C)Oc1ccc(CNC(=O)C2CCN(c3nc4ccccc4n(C)c3=O)CC2)cc1	5%
CCC1=C(C(=O)OC)C(c2ccc(OC)cc2OC)N2C(CC(=O)NC3CC3)=CSC2=N1 (stereo not given)	-6%
COc1ccc(NS(=O)(=O)c2ccc(-c3cnc(C4CC4)o3)cc2)cc1Cl	28%
Cc1ccccc1CNCCCSc1nnnn1-c1ccccc1	-12%
CCS(=O)(=O)N1CCCC(C(=O)NCc2ccncc2)CCNC(=O)CC1 (stereo not given)	35%[activator]
Cc1cc(F)cc(CN2CCc3nc(C(=O)Nc4ccccc4)oc3CC2)c1	-25%[44.1 µM]
COc1ccc(Cl)cc1NC(=O)Cn1cc(C(=O)c2ccc(C)cc2)c(=O)c2ccc(C)nc21	?
COc1ccc(-c2noc(CC3CCN(C(=O)CCc4ccccc4)CC3)n2)cc1	11µM*
Cc1nn(-c2ccc(F)cc2)c(C)c1[C@@H]1C=C[C@@H](NS(=O)(=O)c2cccs2)C1	i
CCNC(=O)N[C@H]1CC[C@]2(C)CCC([C@H](C)C(=O)NC3CC3)[C@H](O)[C@H]2[C@@H]1C (stereo not given in full)	5%[44.1 µM]
CC(C)(C)CC(=O)N1CC2CC(C1)[C@H]1CCCC(=O)N1C2 (stereo not given in full)	2%
O=C(NC1CCN(c2cc(-c3ccc(Cl)cc3)[nH]n2)C1)c1ccc2c(c1)OCO2 (stereo not given)	?
O=C(CSc1nccn1Cc1ccc(F)cc1)Nc1ccc2c(c1)OCO2	17%
O=C(NCc1cccnc1)[C@H]1CN2CCC1C[C@@H]2Cn1cc(-c2ccc(-c3ccccc3)cc2)nn1 (stereo not given in full)	?
CC1Oc2ccc(NC(=O)c3cccs3)cc2CN(Cc2ccc(F)cc2)C1=O (stereo not given)	i
COc1ccccc1N1CCN(C(=O)c2cc3n(n2)CC(c2ccc(Cl)cc2)OC3)CC1 (stereo not given)	i
NC(=O)c1cccc(-c2n[nH]c3c2CC(=O)N(CC2CCOCC2)C3)c1	4%[44.1 µM]
C[S+](=O)([O-])N1CCCC2(Cc3ccccc3CN2C(=O)C2CCCC2)C1 (stereo not given)	-2%
CCC1Oc2ccc(NC(=O)c3ccc([N+](=O)[O-])cc3)cc2CN(Cc2ccc(F)cc2)C1=O (stereo not given)	-10%
C[S+](=O)([O-])c1ccc(-c2cc(-c3cccnc3)c3cncn3c2)cc1	i
Cc1ccc(CNC(=O)Cn2c(=O)c(-c3noc(C)n3)c3n(c2=O)CCCCC3)cc1	i
N#Cc1ccc(N2CCN(C(=O)CCc3ccncc3)CC2=O)cc1	1%
O=C(Nc1ncc(-c2ccccc2)c2c1OCC2)C1CCOCC1	33%[activator][44.1 µM]
COc1cccc(-c2cnc([C@@H]3COCCN3Cc3ccc(S(C)(=O)=O)cc3)[nH]2)c1	?
O=C(Cc1c[nH]c2ncc(-c3cccnc3)cc12)Nc1ccc(F)cc1	?
CCNC(=O)c1c(NC(=O)c2cc(=O)c3ccc(C)c(C)c3o2)sc2c1CCCC2	1%
Cc1cccc(NC(=O)c2ccc3c(O)c(S(=O)(=O)c4ccccc4)c(=O)[nH]c3c2)c1C	50%[activator][5.79 µM]
CC(C)CCNC(=O)CC1Sc2ncccc2N(CC(C)C)C1=O (stereo not given)	-1%
Cc1cnc(CC2CCCN(C(=O)C3CCC3)C2)n1Cc1ccccc1 (stereo not given)	?
CCc1ccc(C(=O)NCCn2ccn3nc(-c4ccc(F)cc4)cc3c2=O)cc1	4µM*
COc1ccc(CNC(=O)CCCc2nnc3n(CCC(C)C)c(=O)c4sccc4n23)cc1	i
O=c1c2c3c(nn2ccn1Cc1ccc(F)cc1F)CCCC3	-19%
CCC(C)NC(=O)C1CCN(C(=O)c2nnn3c2COC(c2ccc(OC)cc2)C3)CC1 (stereo not given)	-15%
CCc1ccc(Nc2ncnc3sc4c(c23)CCCC4)cc1	i

Of the compounds above, these have an NH in an aromatic ring.
SMILES	Pf Dd2 inh
Cc1sc(NC(=O)C(C)C)c(C(=O)N2CCc3c(nc[nH]c3=O)C2)c1C	-4%
Cc1nc2nc(NC(=O)CC(C)C)[nH]n2c(=O)c1Cc1ccccc1	13%
COc1ccc2[nH]cc(CCNC(=O)Nc3cccc(F)c3)c2c1	4%
O=C(NC1CCCN(c2cc(-c3ccc(F)cc3)[nH]n2)C1)c1cccc(F)c1 (stereo not given)	-7%
COc1cc(-c2nc(-c3cccc(Cl)c3)c(-c3ccccc3)[nH]2)cc(OC)c1OC	10µM*
CCOC(=O)c1c(C)[nH]c(CCC(=O)NCc2ccc(OC)c(OC)c2)c1C	i
COc1ccc(-c2cc(N3CCC(NC(=O)c4ccccc4Cl)CC3)n[nH]2)cc1	-2%
O=[N+]([O-])c1cccc(-c2noc([C@@H]3Cc4nc[nH]c4CN3CC3CCCCC3)n2)c1	14µM*
Cc1ccc(CNC(=O)CSc2nc3n[nH]c(C)c3c(=N)n2-c2ccccc2Cl)cc1	3.5µM*
c1ccc(-c2cnc([C@@H]3COCCN3C3CCC3)[nH]2)cc1	i
O=C(NCCc1cnc[nH]1)[C@@H]1C[C@H]2C(=O)NCCCCCCN(S(=O)(=O)c3cccs3)[C@H]2C1	-16%
O=C(NC1CCN(c2cc(-c3ccc(Cl)cc3)[nH]n2)C1)c1ccc2c(c1)OCO2 (stereo not given)	?
NC(=O)c1cccc(-c2n[nH]c3c2CC(=O)N(CC2CCOCC2)C3)c1	4%[44.1 µM]
COc1cccc(-c2cnc([C@@H]3COCCN3Cc3ccc(S(C)(=O)=O)cc3)[nH]2)c1	?
O=C(Cc1c[nH]c2ncc(-c3cccnc3)cc12)Nc1ccc(F)cc1	?
Cc1cccc(NC(=O)c2ccc3c(O)c(S(=O)(=O)c4ccccc4)c(=O)[nH]c3c2)c1C	50%[activator][5.79 µM]
